Source: PubChem (several laboratories)
Mtb RmlCD inh = blocks M. tuberculosis RmlC and RmlD coupled enzymes; RmlC+RmlD coupled enzyme assay, percent inhibition; primary screen in compound mixtures; inhibition, % at 3.6 µM; actives 0.03% (n = 160,000); AID 1533; in the data active = inhibition mostly above about 34%, no sharp cut-off; also: some results filed as inactive read as strong as hits
Target sequence (P9WH09 whole entry, looked up): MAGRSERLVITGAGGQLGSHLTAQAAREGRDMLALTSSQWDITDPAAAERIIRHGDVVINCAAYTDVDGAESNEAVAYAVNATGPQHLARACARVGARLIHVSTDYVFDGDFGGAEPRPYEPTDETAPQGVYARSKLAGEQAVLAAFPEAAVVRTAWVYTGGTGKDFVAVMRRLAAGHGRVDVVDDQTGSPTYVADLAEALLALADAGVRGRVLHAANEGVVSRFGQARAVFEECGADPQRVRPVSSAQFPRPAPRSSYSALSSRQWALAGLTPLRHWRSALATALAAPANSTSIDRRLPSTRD
Target sequence (P9WH11 whole entry, looked up): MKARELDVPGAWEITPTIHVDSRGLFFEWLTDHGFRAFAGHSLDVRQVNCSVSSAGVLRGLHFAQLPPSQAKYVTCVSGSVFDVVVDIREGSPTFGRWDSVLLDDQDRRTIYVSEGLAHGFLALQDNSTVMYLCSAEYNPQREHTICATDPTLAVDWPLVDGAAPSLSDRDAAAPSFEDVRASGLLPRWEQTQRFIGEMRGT
GlmU inhibition = inhibition of mycobacterial GlmU enzyme – biochemical, glucosamine-1-phosphate acetyltransferase (AID 1376). M. tuberculosis GlmU acetyltransferase enzyme assay; higher % means a stronger effect. inhibition, %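 (tested at 30 µM in the primary screen)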; hits with a dose series show IC50 in µM. actives 0.25% (n = 220,000); in the data active = inhibition above about 13%;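 also: 0% = complete reaction with vehicle and 100% = reaction without substrate; strong numbers were not always called active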
Numbers without * were called inactive.

Results for CCOCCCNC(=O)C1CCN(C(=O)N(C)C)CC1 ?
Mtb RmlCD inh: 2; GlmU inhibition: 5.1%

What do the screens show for `O=C(CCC(=O)N1CCC2(CC1)OCCO2)Nc1nnc(C2CCCCC2)s1`?
Mtb RmlCD inh: -7; GlmU inhibition: -0.3%

What do the screens show for `Cc1cc2c(cc(C(=O)OCC(=O)NCc3ccco3)n2C)s1`?
Mtb RmlCD inh: 11; GlmU inhibition: 2.9%

How did Cc1[nH]n(-c2cccc3ccccc23)c(=O)c1C=Nc1ccc2[nH]c(=O)[nH]c2c1 do in these assays?
Mtb RmlCD inh: -2; GlmU inhibition: 0.1%

Results for Cc1nnc(SCC(=O)NC2CCCCC2C)s1 (stereo not given) ?
Mtb RmlCD inh: 9; GlmU inhibition: -1.2%

What do the screens show for `O=C1CN(S(=O)(=O)c2ccccc2C(F)(F)F)CCN1`?
Mtb RmlCD inh: 7; GlmU inhibition: 1.1%

What do the screens show for `COc1ccc(N)c2c1OCCC2=O`?
Mtb RmlCD inh: 14; GlmU inhibition: -0.8%

How did COc1ccccc1N1CCN(S(=O)(=O)c2ccc(Br)s2)CC1 do in these assays?
GlmU inhibition: 0.6%

Results for COc1ccc2c(-c3ccccc3)cc(SCC(=O)NC3CCS(=O)(=O)C3)nc2c1 (stereo not given) ?
Mtb RmlCD inh: 10; GlmU inhibition: -1.4%

Results for CCc1ccc(C(=O)/C=C/Nc2ccc(S(=O)(=O)Nc3cnc4ccccc4n3)cc2)cc1 ?
GlmU inhibition: 3.0%

How did Cc1ccc(-n2c(N)c(C(=O)N3CCOCC3)sc2=S)c(C)c1 do in these assays?
Mtb RmlCD inh: 7; GlmU inhibition: 8.2%

Results for O=C(c1cccc(F)c1)N1CCC(N2CCOCC2)CC1 ?
GlmU inhibition: 3.5%

How did COc1ccccc1N1C(=O)CC(Nc2ccc(N3CCOCC3)cc2)C1=O (stereo not given) do in these assays?
Mtb RmlCD inh: 3; GlmU inhibition: 0.2%

How did CCn1c(COc2ccccc2C)nnc1SCC(=O)NC1CCCC1 do in these assays?
GlmU inhibition: 2.4%

Results for Cc1c(C(=O)N2CCN(c3ccccn3)CC2)oc2ccccc12 ?
GlmU inhibition: 2.0%

Compounds shown so far that contain fluorine (2):
What do the screens show for `O=C1CN(S(=O)(=O)c2ccccc2C(F)(F)F)CCN1`?
Mtb RmlCD inh: 7; GlmU inhibition: 1.1%

Results for O=C(c1cccc(F)c1)N1CCC(N2CCOCC2)CC1 ?
GlmU inhibition: 3.5%

Remaining list, next part
What do the screens show for `COC(=O)CSc1ccc2nnc(-c3ccc(F)cc3)n2n1`?
Mtb RmlCD inh: 12; GlmU inhibition: 0.3%

Results for COc1ccc(CCN(C)C(=O)/C=C/c2c(Cl)nc3ccccn23)cc1OC ?
Mtb RmlCD inh: 97; GlmU inhibition: 3.9%

Results for C=CCn1c(O)c(C(CC)=Nc2ccc(N(C)C)cc2)c(=O)[nH]c1=O ?
Mtb RmlCD inh: -1; GlmU inhibition: 3.0%

What do the screens show for `Cc1c(Cl)cccc1NC(=O)C1CCCCC1`?
GlmU inhibition: 1.5%

What do the screens show for `COc1ccc(C(F)(F)F)cc1NC(=O)c1nc2nc(C)cc(C(F)F)n2n1`?
GlmU inhibition: 5.9%

Results for O=C(COC(=O)c1cccc2ccccc12)NCCCc1ccccc1 ?
GlmU inhibition: 0.1%

How did CCOC(=O)c1ccc(-c2n[nH]c(=O)c3ccccc23)cc1 do in these assays?
Mtb RmlCD inh: 14; GlmU inhibition: -1.3%

How did COc1ccc(/C=N/NC(=O)C2COc3ccccc3O2)cc1OC (stereo not given) do in these assays?
Mtb RmlCD inh: -1; GlmU inhibition: -5.8%

Results for CCCCCc1nnc(NC(=O)C(=O)OCC)s1 ?
Mtb RmlCD inh: 9; GlmU inhibition: -2.8%

Results for COc1cc(OC)c([N+](=O)[O-])cc1/C=N/NC(=O)c1ccncc1 ?
Mtb RmlCD inh: -11; GlmU inhibition: 1.0%

Results for O=C(NCc1ccccn1)c1nc(-c2cccs2)no1 ?
GlmU inhibition: -2.7%

How did c1ccc(N(c2ccccc2)c2nc(-n3ccnc3)nc(-n3ccnc3)n2)cc1 do in these assays?
Mtb RmlCD inh: 7; GlmU inhibition: -3.1%

Results for OCC1CCCN(C(=S)Nc2ccc(Nc3ccccc3)cc2)C1 (stereo not given) ?
Mtb RmlCD inh: -6; GlmU inhibition: 1.7%

How did COCCCNCCOc1ccc(C)cc1[N+](=O)[O-] do in these assays?
Mtb RmlCD inh: -11; GlmU inhibition: -0.2%

Results for CNc1ccc(Br)cc(C(=O)/C=C/c2cccc(OC)c2)c1=O ?
GlmU inhibition: 4.7%

What do the screens show for `CC12CC[C@H]3[C@@H](CCC4(O)C[C@H](O)CCC34/C=N/NC(=O)Cc3ccccc3)C1(O)CCC2C1=CC(=O)OC1` (stereo not given in full)?
Mtb RmlCD inh: -8; GlmU inhibition: 3.3%

What do the screens show for `O=C1C=C(c2ccc(Cl)cc2)C(=O)N1Nc1ccccc1`?
Mtb RmlCD inh: 3; GlmU inhibition: -7.0%

What do the screens show for `COC(=O)Nc1ccc(C)cc1NC(=O)OC`?
GlmU inhibition: -4.9%

How did O=C(CN1CCOc2ccccc21)NC1CCCCCCC1 do in these assays?
GlmU inhibition: 0.6%

What do the screens show for `COc1cc(OC)cc(C(=O)NCC(=O)OCC(=O)N2CCc3ccccc32)c1`?
Mtb RmlCD inh: 4; GlmU inhibition: 2.7%

What do the screens show for `CCOC(=O)C1=C(N)OC2=C(C(=O)CC(C)(C)C2)C1c1ccccc1OC` (stereo not given)?
Mtb RmlCD inh: 4; GlmU inhibition: 0.9%

What do the screens show for `CN(C)S(=O)(=O)c1cccc(NC(=O)COC(=O)c2ccc(Br)o2)c1`?
GlmU inhibition: 5.1%

Results for CCOc1ccc(-n2cc(C(=O)NC(C)C)c3cc(OC)c(OC)cc3c2=O)cc1 ?
GlmU inhibition: -3.2%

Results for O=C1N(CN2C(=O)C3(OCCO3)c3ccccc32)c2ccccc2C12OCCO2 ?
Mtb RmlCD inh: -8; GlmU inhibition: -0.3%

How did COC(=O)COc1ccc2oc(=O)cc(C)c2c1 do in these assays?
Mtb RmlCD inh: -6; GlmU inhibition: 0.1%

What do the screens show for `CC1(C)NC(=O)N(CC(O)CN2CCOCC2)C1=O` (stereo not given)?
GlmU inhibition: 4.8%

Results for O=C(COC(=O)c1ccccc1Cc1ccccc1)Nc1ccc(SC(F)F)cc1 ?
Mtb RmlCD inh: -6; GlmU inhibition: -4.3%

What do the screens show for `Cc1ccc2c(c1)nnn2C1CCN(CC(=O)NCCc2ccccc2)CC1`?
Mtb RmlCD inh: 22; GlmU inhibition: 5.2%

How did COc1cccc(NP(=O)(Oc2ccccc2)Oc2ccccc2)c1 do in these assays?
Mtb RmlCD inh: 4; GlmU inhibition: -5.9%

How did CC(=O)N1CCc2cc(Br)cc(S(=O)(=O)NCc3ccccn3)c21 do in these assays?
Mtb RmlCD inh: -5; GlmU inhibition: -3.2%

Entries listed so far that contain a nitro group on carbon, in the order listed:
Results for COc1cc(OC)c([N+](=O)[O-])cc1/C=N/NC(=O)c1ccncc1 ?
Mtb RmlCD inh: -11; GlmU inhibition: 1.0%

How did COCCCNCCOc1ccc(C)cc1[N+](=O)[O-] do in these assays?
Mtb RmlCD inh: -11; GlmU inhibition: -0.2%

Next records:
How did CC(C)CC(=O)NC(=S)Nc1cc(C(=O)O)ccc1Cl do in these assays?
Mtb RmlCD inh: -14; GlmU inhibition: -7.2%

What do the screens show for `O=C(/C=C/c1ccc([N+](=O)[O-])cc1)Nc1cccnc1`?
Mtb RmlCD inh: -2; GlmU inhibition: -2.9%

Results for CC1CCN(CCC(=O)Nc2ccccc2)CC1 ?
Mtb RmlCD inh: 5; GlmU inhibition: -2.2%

How did O=C1NC(=O)/C(=C\c2ccsc2)N1 do in these assays?
Mtb RmlCD inh: 7; GlmU inhibition: 0.0%

How did O=S(=O)(c1ccccc1)N1CCC(O)(CSc2ccc(F)cc2)CC1 do in these assays?
Mtb RmlCD inh: 13; GlmU inhibition: 0.2%

Results for CN1C(=O)Cc2cc(S(=O)(=O)N3CCOCC3)ccc21 ?
Mtb RmlCD inh: -6; GlmU inhibition: 0.3%

Results for CCC1CSC(Nc2ccc(C(=O)/C=C/c3ccc(Oc4ccccc4)cc3)cc2)=N1 (stereo not given) ?
Mtb RmlCD inh: 8; GlmU inhibition: -2.2%

How did O=c1nc(-c2ccccc2)n(-c2ccccc2)c2ncccc12 do in these assays?
Mtb RmlCD inh: 3; GlmU inhibition: 10%

Results for CN1C(=O)C(=Cc2ccc(-c3cccc(Cl)c3)o2)C(=O)N(C)C1=O ?
Mtb RmlCD inh: -2; GlmU inhibition: -0.6%

What do the screens show for `CC(C)(C)c1ccc(-c2n[nH]c(=S)n2CCCN2CCOCC2)cc1`?
Mtb RmlCD inh: -11; GlmU inhibition: 2.5%

How did Cc1ccc2nc(NCC(N)=O)nc(-c3ccccc3)c2c1 do in these assays?
Mtb RmlCD inh: -4; GlmU inhibition: -5.9%

Results for CCc1nnc(NC(=O)CSc2nnc(-c3c[nH]c4ccccc34)n2CCOC)s1 ?
GlmU inhibition: 0.2%

Results for CC(=O)c1sc(-c2ccc(Cl)cc2)cc1N ?
Mtb RmlCD inh: -4; GlmU inhibition: -5.9%

Results for CC(C)(CO)NCC#Cc1ccccc1 ?
GlmU inhibition: -2.4%

What do the screens show for `Cc1cc(Nc2ccc3c(c2)OCCO3)n2nc(C)nc2n1`?
Mtb RmlCD inh: 4; GlmU inhibition: -4.0%

Structural class, those above with an NH in an aromatic ring.
How did Cc1[nH]n(-c2cccc3ccccc23)c(=O)c1C=Nc1ccc2[nH]c(=O)[nH]c2c1 do in these assays?
Mtb RmlCD inh: -2; GlmU inhibition: 0.1%

Results for C=CCn1c(O)c(C(CC)=Nc2ccc(N(C)C)cc2)c(=O)[nH]c1=O ?
Mtb RmlCD inh: -1; GlmU inhibition: 3.0%

How did CCOC(=O)c1ccc(-c2n[nH]c(=O)c3ccccc23)cc1 do in these assays?
Mtb RmlCD inh: 14; GlmU inhibition: -1.3%

What do the screens show for `CC(C)(C)c1ccc(-c2n[nH]c(=S)n2CCCN2CCOCC2)cc1`?
Mtb RmlCD inh: -11; GlmU inhibition: 2.5%

Results for CCc1nnc(NC(=O)CSc2nnc(-c3c[nH]c4ccccc34)n2CCOC)s1 ?
GlmU inhibition: 0.2%

Additional structures follow:
What do the screens show for `O=C(Nc1ccccc1N1CCOCC1)C1CCN(S(=O)(=O)c2ccc(F)cc2)CC1`?
Mtb RmlCD inh: 5; GlmU inhibition: 1.1%

How did CC(C)c1ccc(-c2cc(C(=O)NN3CCN(C)CC3)c3ccccc3n2)cc1 do in these assays?
GlmU inhibition: -8.2%

Results for COc1ccc(OC)c(N(CC(=O)Nc2ccccc2)S(C)(=O)=O)c1 ?
Mtb RmlCD inh: 12; GlmU inhibition: -4.0%

How did CCCS(=O)(=O)c1c(S(=O)(=O)CCC)c2c(C(N)=O)cccn2c1C(=O)c1ccc(F)cc1 do in these assays?
Mtb RmlCD inh: 4; GlmU inhibition: -4.0%

Results for CC(Oc1ccc(Cl)cc1)/C(N)=N/O (stereo not given) ?
Mtb RmlCD inh: 7; GlmU inhibition: -1.4%

What do the screens show for `CC(=O)N(CCc1ccccc1C)Cc1cc2cc3c(cc2[nH]c1=O)OCO3`?
GlmU inhibition: -4.1%

What do the screens show for `O=C(CO/N=C/c1cccc([N+](=O)[O-])c1)NC1CCCCCC1`?
GlmU inhibition: -1.1%

What do the screens show for `CC(=O)NS(=O)(=O)c1ccc(NC(=O)CSc2ccccc2)cc1`?
GlmU inhibition: -6.2%

What do the screens show for `CCS(=O)(=O)n1nc(-c2ccco2)nc1N`?
Mtb RmlCD inh: 7; GlmU inhibition: 7.0%

Results for COC(=O)c1cccc(OCC(O)Cn2cnc3cc(C)c(C)cc32)c1 (stereo not given) ?
Mtb RmlCD inh: 41

Results for CC1CN(C(=O)N2c3ccccc3Sc3ccccc32)C(C)CC1=O (stereo not given) ?
Mtb RmlCD inh: 10; GlmU inhibition: -4.6%

What do the screens show for `COc1ccc(C2N3CC(C)(C)CN23)cc1` (stereo not given)?
Mtb RmlCD inh: -3; GlmU inhibition: 0.6%

Results for CC(=O)Nc1ccc(OCCC[n+]2ccccc2)cc1 ?
Mtb RmlCD inh: -1; GlmU inhibition: 6.7%

What do the screens show for `O=C(Nc1nnc(-c2cccs2)o1)c1cccc(Oc2ccccc2)c1`?
Mtb RmlCD inh: 2; GlmU inhibition: -7.9%

What do the screens show for `Cc1ccccc1S(=O)(=O)Cc1ccc(C(=O)NCCN2CCCCC2C)o1` (stereo not given)?
Mtb RmlCD inh: -4; GlmU inhibition: -3.8%

How did Cc1nn2c(-c3cccc(NC(=O)CSc4nc5ccccc5o4)c3)nnc2c2ccccc12 do in these assays?
Mtb RmlCD inh: -3; GlmU inhibition: 6.5%

How did O=[N+]([O-])c1ccc(O)c(Nc2ncnc3ccc(Br)cc23)c1 do in these assays?
Mtb RmlCD inh: 3; GlmU inhibition: 5.8%

What do the screens show for `O=C(CCc1nc2ccccc2s1)NCc1ccccc1F`?
Mtb RmlCD inh: 14; GlmU inhibition: -4.1%

An excerpt taken from the entries so far, for reference:
How did CCn1c(COc2ccccc2C)nnc1SCC(=O)NC1CCCC1 do in these assays?
GlmU inhibition: 2.4%

Results for Cc1c(C(=O)N2CCN(c3ccccn3)CC2)oc2ccccc12 ?
GlmU inhibition: 2.0%

A portion of the library; the hit share may differ from the screen's.
